# Hsp90 inh – displaces geldanamycin probe from tumor Hsp90. NCI-N417 lysate Hsp90, Cy3B-geldanamycin FP displacement. AID 429. inhibition, % at 30 µM. 64,000 tested, 0.35% active. P07900;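 active means inhibition above 50%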;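 further: 0% = tracer plus lysate wells and 100% = tracer alone without lysate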
# MKP-1 inh – blocks human MKP-1 phosphatase activity | inhibition, %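 (compounds tested at a single concentration somewhere between 10 and 100 µM)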 | recombinant MKP-1, OMFP hydrolysis fluorescence | AID 374 | 65,000 tested, 0.15% active;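 active means inhibition above about 50%, limit read from the data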;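 further: 0% = DMSO max control wells and 100% = wells with enzyme stopped by NaOH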
# Target sequence (P28562 whole entry, looked up): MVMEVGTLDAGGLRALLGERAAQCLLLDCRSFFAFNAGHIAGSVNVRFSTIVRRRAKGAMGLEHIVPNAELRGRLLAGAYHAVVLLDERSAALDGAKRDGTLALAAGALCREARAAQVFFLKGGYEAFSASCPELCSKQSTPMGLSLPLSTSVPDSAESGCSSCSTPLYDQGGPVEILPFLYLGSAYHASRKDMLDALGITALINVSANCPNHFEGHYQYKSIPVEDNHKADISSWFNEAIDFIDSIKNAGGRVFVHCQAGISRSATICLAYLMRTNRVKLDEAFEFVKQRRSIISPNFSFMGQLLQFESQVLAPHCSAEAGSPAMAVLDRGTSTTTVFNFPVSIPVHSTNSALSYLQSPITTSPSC
# FXIa inh mix – blocks human factor XIa in pooled compound mixtures; P03951; purified FXIa, fluorogenic substrate; inhibition, % at 5 µM; 62,000 tested, 0.19% active;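 further: each value is inhibition by a whole ten-compound pool holding the compound; 0% = enzyme with no mixture and 100% = wells lacking enzyme; strong numbers were not always called active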
# Target sequence (P03951 19-387 limits assumed): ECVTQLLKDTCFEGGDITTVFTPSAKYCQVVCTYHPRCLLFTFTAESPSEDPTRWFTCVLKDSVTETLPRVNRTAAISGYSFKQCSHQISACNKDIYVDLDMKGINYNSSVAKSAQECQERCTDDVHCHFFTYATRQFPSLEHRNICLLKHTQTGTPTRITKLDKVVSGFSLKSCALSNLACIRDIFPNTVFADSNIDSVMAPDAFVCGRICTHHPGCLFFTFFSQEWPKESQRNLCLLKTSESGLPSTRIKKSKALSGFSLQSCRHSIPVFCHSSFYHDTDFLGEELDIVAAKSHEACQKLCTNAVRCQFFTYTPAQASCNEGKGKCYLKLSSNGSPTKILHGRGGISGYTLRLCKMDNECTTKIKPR
# Target sequence (P03951 388-625 limits assumed): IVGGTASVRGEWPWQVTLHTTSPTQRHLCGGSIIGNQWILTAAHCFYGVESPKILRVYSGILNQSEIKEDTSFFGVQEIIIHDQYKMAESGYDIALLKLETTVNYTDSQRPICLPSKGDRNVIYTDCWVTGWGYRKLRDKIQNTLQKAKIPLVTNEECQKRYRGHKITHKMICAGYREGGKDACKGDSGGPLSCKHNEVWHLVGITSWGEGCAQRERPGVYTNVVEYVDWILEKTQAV
# MMP13 inh – MMP13 (human) collagenase inhibition | AID 570 | inhibition, % at 4 µM | 65,000 tested, 0.07% active | MMP-13 fTHP FRET cleavage, Mca fluorescence | P45452;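 active means inhibition above the mean of compound-free control plate wells plus 3 SD, cut at about 14% in these data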;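 further: 0% = DMSO wells and 100% = wells with reference MMP-13 inhibitor after basal subtraction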
# FXIIa mix inh – inhibitors of human coagulation factor XIIa, pooled mixtures | P00748 | inhibition, % at 5 µM | 62,000 tested, 0.2% active | purified FXIIa, fluorogenic substrate;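 further: 0% = enzyme without compound and 100% = no enzyme blank; some results filed as inactive read as strong as hits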
# Cdc25B block – human M-phase inducer phosphatase 2 inhibition; recombinant Cdc25B, OMFP fluorescence Ex485/Em525; inhibition, %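 (compounds tested at 10 µM final in the well)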; 65,000 tested, 0.1% active; AID 368; in the data active means inhibition above about 50%
# JNK3 inh – JNK3 (human) kinase inhibition; P53779; purified JNK3 kinase activity, HTS; inhibition, % at 8 µM; 60,000 tested, 0.61% active; AID 746; in the data active means inhibition above about 17%;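 further: 0% = DMSO and 100% = reference inhibitor; many of its hits are not listed in these tables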
# Abs 340nm – absorbance at 340 nm. compound absorbance at 340 nm, fold over control. fold change at 10 µM. 65,000 tested, under 10 active. AID 708;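 active means at 10 µM dose, initial 340 nm absorbance at least 2 fold that of control wells; inactive means change under 2 fold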;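 further: initial absorbance extrapolated from kinetic A340 decline of NADH oxidation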
# AP complement – alternative pathway complement inhibition, orthogonal assay; Human serum alternative complement pathway, LPS-coated ELISA, C3 deposition; tested in compound mixtures; inhibition, % at 5 µM; 62,000 tested, 0.08% active; AID 1235;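 active means inhibition above 30% in each of the two pooled mixtures holding the compound, so the lower value exceeds 30%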;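 further: 0% = serum in Mg-EGTA without compound and 100% = EDTA serum blank; some compounds past the cut are filed as inactive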
#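 Test system – human serum alternative complement pathway, C3 deposition on LPS-coated wells · Buffer or medium – diluted human serum in Mg2+-EGTA GVB++ · Compound dosing – 5 µM each compound, pools of ten, 50 µM per pool · Schedule – 1 h serum-compound exposure at 37 °C · Measured by – Anti-C3 ELISA, OD 450 nm · Read-out basis – percent inhibition of C3 deposition onto LPS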
# Numbers without * were called inactive; nt = no result given; [ ] = dose if it differs, or a comment. Unless noted, no stated cut-off is given here; in the data, active means inhibition above about 20% (passing the limit was not always enough); inactive means the rest.
item	structure	Hsp90 inh	MKP-1 inh	FXIa inh mix	MMP13 inh	FXIIa mix inh	Cdc25B block	JNK3 inh	Abs 340nm	AP complement
1	CC(=O)Oc1ccccc1C(=O)Oc1ccc(/C=N/n2cnnc2)cc1	-1	10	3	1	-2	-1	0	1	15
2	Cc1occc1C(=O)Nc1cccnc1	-1	-4	4	2	-11	-2	3	1	13
3	COc1cc(-c2nc3cnccc3n2C)cc(OC)c1OC	-3	9	6	1	3	-2	8	0.96	-4
4	CC(C)=C(NC(=O)c1ccccc1)C(=O)NCCCC(=O)O	-1	-2	0	4	3	-11	1	1	-3
5	CCN1CCN(c2ncc(C(=O)Nc3cc(Cl)ccc3OC)c3ccccc23)CC1	-4	23	10	0	8	-12	-5	1.1	10
6	C=CCn1c(SCc2nc3ccccc3[nH]2)nnc1-c1ccncc1	-15	31	-1	-9	7	-1	0	1.1	4
7	Cc1[nH]c(=O)[nH]c(=O)c1S(=O)(=O)N1CCCC(C(=O)NCCc2ccccc2)C1 (stereo not given)	-5	-5	6	5	9	-8	nt	1	5
8	C=CCn1c(C)cc(C(=O)CSc2nnc(-c3cccc(S(=O)(=O)N(CC)CC)c3)o2)c1C	1	10	-1	3	3	-21	2	1	-2

# Further structures follow:
item	structure	Hsp90 inh	MKP-1 inh	FXIa inh mix	MMP13 inh	FXIIa mix inh	Cdc25B block	JNK3 inh	Abs 340nm	AP complement
9	COc1ccc(-c2[nH]c(-c3cccc(OC)c3)nc2SCC(=O)NCc2ccco2)cc1	-1	-3	8	-27	3	-14	1	0.99	12
10	CCOC(=O)Cc1csc(NC(=O)c2cnc3scc(C)n3c2=O)n1	-2	6	8	-7	7	1	7	1.1	20
11	COc1ccc2cc(C(c3nnnn3C(C)(C)C)N3CCc4ccccc4C3)c(=O)[nH]c2c1 (stereo not given)	-3	3	16	-14	6	3	1	1	-1
12	CC(=O)c1c(N)nc2n(c1=O)CCCCC2	-3	-14	nt	-3	nt	7	8	1.1	nt
13	Cc1ccc2c(c1)[C@H]1OCC[C@H]1[C@@H](c1ccncc1)N2	1	4	19	0	4	4	2	1	11
14	CC1(C(=O)CSc2nc3ccccc3s2)CCC(=O)O1 (stereo not given)	-1	-23	6	-4	5	2	7	1	-7
15	CSc1nc2c(c(=O)n1Cc1ccccc1)SC(C)C2 (stereo not given)	-2	32	nt	-2	nt	-6	4	1.1	nt
16	O=c1cc(N2CCc3ccccc3C2)[nH]c(=O)n1Cc1ccc(F)cc1	-3	14	8	3	3	-5	2	1	12

# New compounds follow:
item	structure	Hsp90 inh	MKP-1 inh	FXIa inh mix	MMP13 inh	FXIIa mix inh	Cdc25B block	JNK3 inh	Abs 340nm	AP complement
17	CC(=O)c1ccc(OCCCC(=O)OCC(=O)N2CCN(c3ccccc3)CC2)cc1	0	8	6	-2	9	-8	3	1	-18
18	COc1cccc(C2=NC(C)(C)NC(c3ccccc3O)C2)c1 (stereo not given)	-4	-4	6	-1	3	-4	3	1	11
19	Cc1cc(=O)oc2cc(OCC(=O)N3c4ccccc4CC3C)ccc12 (stereo not given)	-3	3	2	-5	3	-1	0	1.1	16
20	COc1ccc(NC(=O)CCc2nc(-c3ccc(C)cc3)no2)c(OC)c1	-2	-3	2	-6	3	7	-5	0.99	7
21	Cc1cc(C(=O)OCC(=O)N2CC(=O)Nc3ccccc32)no1	-1	-12	7	0	2	-2	2	1	-6
22	NC(=O)C1CC(=O)N(c2ccc(OCC(=O)Nc3cccc(C(F)(F)F)c3)cc2)C1 (stereo not given)	-6	-5	6	1	-3	-4	nt	1	-2
23	CCC12CN3CC(CC)(CN(C1)C3c1ccc(OC(C)C)cc1)C2=O (stereo not given)	-5	1	9	0	6	-19	-5	0.99	5
24	O=C1CC(C(=O)O)c2ccccc2N1 (stereo not given)	-4	-26	nt	-2	nt	-34	-1	1	nt

# Next part
item	structure	Hsp90 inh	MKP-1 inh	FXIa inh mix	MMP13 inh	FXIIa mix inh	Cdc25B block	JNK3 inh	Abs 340nm	AP complement
25	Cc1ccc(C2CC(c3ccc(C)cc3)n3nc(N)nc3N2)cc1 (stereo not given)	0	8	4	-3	-1	1	-4	0.99	6
26	Cc1ccccc1-c1nc(CN2CCC(C(=O)NCCCN3CCOCC3)CC2)c(C)o1	-2	0	6	0	-18	-18	0	0.98	-15
27	COc1cc(C2N(c3ccc(Cl)cc3)C(=O)C3CCCN32)cc(OC)c1OC (stereo not given)	-9	9	-1	-9	8	-11	4	1	14
28	COc1ccccc1N1CCN(C(=O)c2cc(C3CC3)on2)CC1	-4	2	1	4	12	-1	-15	0.99	-9
29	O=C(C1CCCO1)N1CCN(c2c3c(nc4cc(-c5ccc(F)cc5)nn24)CCC3)CC1 (stereo not given)	-2	-2	2	-1	-14	8	-6	1	-8
30	CCOC(=O)c1ccc(N2C(=O)c3n[nH]c(C)c3C2c2ccc(OC)c(OC)c2)cc1 (stereo not given)	-3	39	-12	2	1	2	1	1	31
31	Cc1ccc(Nc2nc(N)nc(CN3CCN(C)CC3)n2)cc1C	1	-14	4	1	7	3	1	1	2
32	O=C(Nc1cccc(C(F)(F)F)c1)C1C2CC3OC(=O)C1C3C2 (stereo not given)	-3	4	8	0	2	-22	-3	1	11

# Following part:
item	structure	Hsp90 inh	MKP-1 inh	FXIa inh mix	MMP13 inh	FXIIa mix inh	Cdc25B block	JNK3 inh	Abs 340nm	AP complement
33	Cc1cc(NC(=O)C2CCCN(S(=O)(=O)c3c(C)noc3C)C2)n[nH]1 (stereo not given)	-1	-9	3	1	1	-6	-3	1	16
34	Clc1ccc2c(c1)[C@H]1OCC[C@H]1[C@@H](c1ccco1)N2	-3	-3	5	-24	-2	-6	2	1	6
35	CCOc1ccc(C(=O)NCc2ccco2)cc1	3	10	1	-1	1	2	7	1.1	8
36	CCN1CCN(CC(=O)NC2CCCCC2)C(=O)C1=O	2	-2	10	-1	9	-8	-1	1	13
37	CCOC(=O)C1=C(N)n2c(s/c(=C\c3ccco3)c2=O)=C(C(=O)OC(C)C)C1c1ccco1 (stereo not given)	-10	-3	nt	-8	nt	-3	0	1.1	nt
38	COc1cccc(CN2CCN(C(=O)c3cccc4ccccc34)CC2)c1OC	-2	23	6	-2	11	-8	1	1	14
39	CN(C)c1ccc(NC(=O)CSCc2nc3c(nnn3Cc3ccc(F)cc3)c(=O)[nH]2)cc1	-2	-5	8	11	1	1	0	0.98	6
40	Cc1cc(C)c(C(=O)OCCNC(=O)c2cccnc2)cc1C	-2	1	-13	0	0	4	nt	1.1	-3

# Some of these compounds in order of length of the SMILES, low to high:
item	structure	Hsp90 inh	MKP-1 inh	FXIa inh mix	MMP13 inh	FXIIa mix inh	Cdc25B block	JNK3 inh	Abs 340nm	AP complement
35	CCOc1ccc(C(=O)NCc2ccco2)cc1	3	10	1	-1	1	2	7	1.1	8
36	CCN1CCN(CC(=O)NC2CCCCC2)C(=O)C1=O	2	-2	10	-1	9	-8	-1	1	13
40	Cc1cc(C)c(C(=O)OCCNC(=O)c2cccnc2)cc1C	-2	1	-13	0	0	4	nt	1.1	-3
32	O=C(Nc1cccc(C(F)(F)F)c1)C1C2CC3OC(=O)C1C3C2 (stereo not given)	-3	4	8	0	2	-22	-3	1	11
38	COc1cccc(CN2CCN(C(=O)c3cccc4ccccc34)CC2)c1OC	-2	23	6	-2	11	-8	1	1	14
33	Cc1cc(NC(=O)C2CCCN(S(=O)(=O)c3c(C)noc3C)C2)n[nH]1 (stereo not given)	-1	-9	3	1	1	-6	-3	1	16
29	O=C(C1CCCO1)N1CCN(c2c3c(nc4cc(-c5ccc(F)cc5)nn24)CCC3)CC1 (stereo not given)	-2	-2	2	-1	-14	8	-6	1	-8
39	CN(C)c1ccc(NC(=O)CSCc2nc3c(nnn3Cc3ccc(F)cc3)c(=O)[nH]2)cc1	-2	-5	8	11	1	1	0	0.98	6
37	CCOC(=O)C1=C(N)n2c(s/c(=C\c3ccco3)c2=O)=C(C(=O)OC(C)C)C1c1ccco1 (stereo not given)	-10	-3	nt	-8	nt	-3	0	1.1	nt

# Following part
item	structure	Hsp90 inh	MKP-1 inh	FXIa inh mix	MMP13 inh	FXIIa mix inh	Cdc25B block	JNK3 inh	Abs 340nm	AP complement
41	CCOC(=O)C1=C(N)n2c(s/c(=C\c3cccnc3)c2=O)=C(C#N)C1c1cccnc1 (stereo not given)	-4	28	9	3	4	11	0	1.1	7
42	COc1ccccc1NC(=O)CSc1nnc(C)o1	nt	8	5	1	3	-3	nt	1	23
43	CC(=O)N(Cc1cc2cc(C)c(C)cc2n2nnnc12)CC1COCCO1 (stereo not given)	-2	10	5	0	-20	19	-7	1	22
44	Clc1ccc(SCCCCn2cncn2)cc1	3	-3	6	-3	6	-8	5	1.1	9
45	Oc1ccc2c(c1)oc1cc(O)ccc12	7	18	1	-9	15	4	4	1	-14
46	O=C(CSc1ncnc2nc[nH]c12)N1CCOCC1	-2	11	-1	3	-23	-1	0	1	3
47	CCCCOC(=O)C1=C(C)Nc2ncnn2C1c1ccc(OC)c(OC)c1 (stereo not given)	-2	26	10	2	-19	6	0	1	16
48	Cc1c(NC(=O)c2cc(C(C)C)on2)c(=O)n(-c2ccccc2)n1C	-2	-1	7	-2	2	-5	8	1	14

# Other results
item	structure	Hsp90 inh	MKP-1 inh	FXIa inh mix	MMP13 inh	FXIIa mix inh	Cdc25B block	JNK3 inh	Abs 340nm	AP complement
49	Oc1ccccc1CNn1cnnc1	3	-9	nt	1	nt	-39	-4	1	nt
50	CC(=O)C1=C(O)C(=O)N(c2ccc(Br)cn2)C1c1ccccc1F (stereo not given)	0	1	nt	3	nt	-3	6	1.1	nt
51	O=C1C=C(NCc2ccc(Cl)c(Cl)c2)CC1	0	70*	30	-2	-24	-3	1	1	18
52	O=C(CN(CC(=O)N1CCOCC1)S(=O)(=O)c1ccc(Br)s1)N1CCOCC1	nt	nt	7	-3	2	nt	nt	1	25
53	CCOc1cccc(NC(=O)Cc2cccs2)c1	-3	-4	3	3	2	-6	3	1.1	-16
54	O=C(CCCNS(=O)(=O)c1ccc(Br)cc1)N1CC[C@@]2(O)CCCC[C@H]2C1	-3	16	8	2	-18	1	0	1	10
55	CCS(=O)(=O)c1nc(NC(C)=O)n[nH]1	-1	1	4	-17	5	-8	2	0.98	17
56	O=C(Oc1ccc(-c2cnc3ccccc3n2)cc1)c1ccco1	-1	19	-3	-3	10	-7	-8	1.1	3

# Going on with the list.
item	structure	Hsp90 inh	MKP-1 inh	FXIa inh mix	MMP13 inh	FXIIa mix inh	Cdc25B block	JNK3 inh	Abs 340nm	AP complement
57	Cc1cc(C)n(-c2nc3c(c(=O)[nH]c(=O)n3C)n2Cc2ccc(F)cc2)n1	2	-13	2	2	1	-7	-4	0.99	7
58	O=C(O)CCc1ccc(-c2ccccc2)n1NC(=O)c1ccco1	-15	3	5	1	-2	-4	-7	1	0
59	COc1cccc(-c2nnc3sc(-c4ccc(Cl)cc4)nn23)c1	-1	-21	nt	-2	nt	12	-14	1	nt
60	COc1ccccc1NC(=O)CSc1nccc(=O)[nH]1	-5	-7	6	-2	-7	-16	4	1	14
61	COc1ccc2nc(/N=C(\N)NC(=O)C(C)(C)C)nc(C)c2c1	-2	1	nt	-64[fluorescence artefact?]	nt	5	-6	1	nt
62	CC(C)C(OC(=O)c1ccco1)C(=O)NC1CCCCC1 (stereo not given)	-10	0	7	-1	6	4	-3	1	8
63	COc1ccc(C2(O)CC3CCC(C2)N3c2cc(C)nc(-c3ccccc3)n2)cc1 (stereo not given)	-1	9	6	-3	-23	-8	4	0.94	14
64	C=C(C)CN1CCN(c2c(CCC#N)c(C)c(C#N)c3nc4ccccc4n23)CC1	-4	-15	nt	0	nt	21	-1	1	nt

# Rows were taken by chance; 1.5% or so of the library scored in one or more.
